# Compound activity (PubChem BioAssay)
# p-CIP stab down: p/CIP-EGFP fusion destabilizers, primary screen, fluorescence, F442A cells; Q05BA5; 16 h; decrease of EGFP signal, % at 10 µM; actives 0.01% (n = 290,000); AID 1984, 2009;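 active = EGFP signal decrease of at least 30% at 10 µM or well 3 SD below plate mean, unless failing retest; inactive = the rest, including hits failing retest or dose response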; note: some compounds called inactive have numbers as strong as hits; many of its hits are not listed in these tables
# GalR3 antag: GalR3 antagonists in HEK293 cells, primary screen, cell-based, fluorescence readout; inhibition, % at 3 µM; HEK293 GalR3-CNG cAMP membrane potential fluorescence; galR3 body fused to GalR1 C-terminus; Galanin receptor type 3 (Homo sapiens), O60755; actives 0.44% (n = 360,000);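 active = inhibition above the screen-wide average plus 3 SD, cut at about 13% in these data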;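 note: forskolin and galanin both at EC90 stimulate the cells; cAMP rise reported by CNG channel membrane potential dye signal; 0% = forskolin plus galanin with DMSO and 100% = forskolin alone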
# CRFBP-R2 block: antagonists of CRF-BP/CRF-R2 complex, primary screen, cell-based, HEK293, calcium dye fluorescence, uHTS | CRF-induced calcium fluorescence | inhibition, % at 11.8 µM | actives 0.59% (n = 350,000);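 active = inhibition of the ligand-induced calcium signal above about 50% at the single tested concentration, limit read from the data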
# PHOSPHO1 block: PubChem AID 1565. recombinant PHOSPHO1, absorbance phosphatase assay. inhibition, % at 13.3 µM. actives 1.1% (n = 290,000); in the data active = inhibition above about 60%
# IDE act: human IDE activators in live cells, primary screen, fluorescence polarization, HEK cells, FAbeta-B substrate; actives 0.073% (n = 340,000); FAbeta-B cleavage; 0% vehicle, 100% cell-free pure enzyme wells; Insulin-degrading enzyme (Homo sapiens), P14735; AID 493087, 2011; activation, % at 5.96 µM;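 active = activation above the mean of all tested compounds plus 3 SD, set per screening campaign, cut at about 17% in these data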
# Target sequence (P14735 whole entry, looked up): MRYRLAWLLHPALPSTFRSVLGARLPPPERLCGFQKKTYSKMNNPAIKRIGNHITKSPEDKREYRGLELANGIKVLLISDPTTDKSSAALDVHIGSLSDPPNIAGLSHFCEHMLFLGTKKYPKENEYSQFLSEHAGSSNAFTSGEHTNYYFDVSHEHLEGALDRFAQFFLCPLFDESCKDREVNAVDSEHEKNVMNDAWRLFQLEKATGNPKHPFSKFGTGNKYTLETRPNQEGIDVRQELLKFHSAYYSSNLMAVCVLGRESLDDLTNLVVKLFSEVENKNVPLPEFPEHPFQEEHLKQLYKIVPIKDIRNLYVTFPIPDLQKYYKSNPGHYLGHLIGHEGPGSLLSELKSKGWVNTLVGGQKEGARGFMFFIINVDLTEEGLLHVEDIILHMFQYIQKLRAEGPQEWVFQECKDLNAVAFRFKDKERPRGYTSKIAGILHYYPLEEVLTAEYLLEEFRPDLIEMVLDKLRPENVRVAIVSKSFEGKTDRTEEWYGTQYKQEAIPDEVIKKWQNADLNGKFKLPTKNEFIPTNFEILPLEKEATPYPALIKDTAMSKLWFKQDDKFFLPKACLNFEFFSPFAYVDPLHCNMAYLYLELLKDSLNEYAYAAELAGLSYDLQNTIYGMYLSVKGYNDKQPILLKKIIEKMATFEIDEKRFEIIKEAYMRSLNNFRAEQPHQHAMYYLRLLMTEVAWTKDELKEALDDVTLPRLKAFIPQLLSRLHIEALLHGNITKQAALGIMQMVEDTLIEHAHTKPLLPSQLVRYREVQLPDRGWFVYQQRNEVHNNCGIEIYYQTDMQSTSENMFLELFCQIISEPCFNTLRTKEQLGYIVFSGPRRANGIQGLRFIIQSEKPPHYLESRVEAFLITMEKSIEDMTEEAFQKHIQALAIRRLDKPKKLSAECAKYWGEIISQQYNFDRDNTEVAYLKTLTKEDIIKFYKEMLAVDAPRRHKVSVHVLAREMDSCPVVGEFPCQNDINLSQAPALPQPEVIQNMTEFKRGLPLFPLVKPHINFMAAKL
# CRFR2-BP ag: agonists of CRF-BP/CRF-R2 complex, primary screen, cell-based, HEK293, calcium dye fluorescence, uHTS | CRF-binding protein / CRF receptor 2 complex (human) | calcium dye fluorescence (FLIPR); percent of saturating CRF peptide response | activation, % at 13.2 µM | actives 0.46% (n = 350,000) | AID 588473, 2011;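 active = activation of at least 50%, plus an integration ratio under a set limit after plate pattern correction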;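 note: plate controls were neutral control wells without compound for no effect and CRF at EC100 for full effect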
# CHRM4 PAM: human M4 muscarinic receptor positive allosteric modulators, primary screen, CHO-K1 cells, Fluo-8 calcium fluorescence; AID 624126, 2012; Muscarinic acetylcholine receptor M4 (Homo sapiens), P08173; CHO-K1 hM4/Gqi5, ACh EC20; 0% = ACh EC20, 100% = maximal ACh; actives 0.4% (n = 360,000); activation, % at 3 µM;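 active = activation above its plate's cutoff, the mean activation of sample wells plus 3 SD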; note: some results filed as inactive read as strong as hits
# IDE inh: human IDE inhibitors in live cells, primary screen, fluorescence polarization, HEK cells, FAbetaB substrate | Insulin-degrading enzyme (Homo sapiens), P14735 | FAbetaB cleavage | inhibition, % at 5.59 µM | actives 0.41% (n = 320,000) | AID 434962, 2010;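 active = percent inhibition above the average of all tested compounds plus 3 SD, set per screening campaign, cut at about 16% in these data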;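 note: IDE supplied by intact live HEK cells; FP after avidin binding of uncleaved biotin substrate so inhibition keeps polarization high; 0% = DMSO wells and 100% = 60 µM reference IDE inhibitor Ii1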
# MEKK3 PB1 HTS: modulators of MEKK3-MEK5 PB1 binding, primary screen, biochemical, wildtype MEKK3, multiplex bead flow cytometry, Alexa488-MEK5; Mitogen-activated protein kinase kinase kinase 3 (Homo sapiens), Q99759; bead-based flow cytometry, Alexa488-MEK5 binding to MEKK3; actives lie on both sides; 0 = blocked by unlabeled MEK5, 100 = vehicle; binding response (% of control), % at 10 µM; actives 1.4% (n = 290,000); AID 1529, 2009;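 active = binding response more than 3 SD above or below the average of its plate-row segment, actives on both sides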;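 note: Alexa488 bead fluorescence after subtracting the streptavidin-only scavenger bead signal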
# Starred values were filed as active, the others as inactive; · = no result given.
SMILES,p-CIP stab down,GalR3 antag,CRFBP-R2 block,PHOSPHO1 block,IDE act,CRFR2-BP ag,CHRM4 PAM,IDE inh,MEKK3 PB1 HTS
O=C(Nc1cc(Cl)ccc1O)C1CC(c2ccccc2Cl)=NO1 (stereo unspecified),-6,-6,15,-1,6,-1.6,-4,·,102
COc1ccc(-c2cc(C(=O)N3CCC3)c3ccccc3n2)cc1OC,·,7,12,·,4,-1.0,0,-3,·
NNC(=O)CN1C(c2ccccc2)=Nc2ccc(Br)cc2C1c1ccccc1 (stereo unspecified),17,-5,-21,16,-8,0.6,0,4,101
CCOc1ccc(C(=O)OCC(=O)NCc2ccccc2)cc1OCC,·,-3,-7,·,-3,1.2,3,-3,·
Cc1ccc2nc(N(CCCN(C)C)C(=O)c3ccc4ncsc4c3)sc2c1,3,-2,-13,12,5,1.5,12,8,104
Cc1nc(/N=C\N(C)C)sc1C(=O)Nc1ccccc1,-14,-6,-15,0,10,0.1,21,3,95
Cc1ccc([C@H]2C[C@H](n3cc(C4CC4)nn3)[C@@H](O)CN2CC2CCCCC2)cc1,·,-8,-6,·,·,2.7,-1,·,·
COC(=O)c1c(-c2ccccc2)noc1C,-8,-6,4,46,5,-0.9,0,-3,100
O=C(COc1ccccc1)NC(=S)Nc1cccc([N+](=O)[O-])c1,-3,0,-46,-3,-2,-1.1,5,-3,95
O=C(CCSCc1ccc(Cl)cc1)NCc1cccs1,2,3,2,4,3,-0.9,3,2,100
CCOc1ncccc1C(=O)OC(C)C(=O)Nc1ccc(Cl)cn1 (stereo unspecified),·,-3,-1,·,-6,5.1,4,·,·
O=C(Nc1ccc(O)c(-c2nc3ccccc3s2)c1)c1cccs1,-2,0,-29,13,-8,5.9,4,3,105
CC1(C)CC(=O)C2=C(C1)Nc1ccccc1[S@]2=O,-8,-4,11,32,1,-0.3,-17,10,103
COC(=O)C1(C)Nc2ccccc2C(=O)N1c1ccccc1OC (stereo unspecified),-11,2,-6,11,1,-1.6,1,-1,108
COC(=O)c1cc(NC(=O)c2cc(C)oc2C)cc(C(=O)OC)c1,-7,-5,-8,7,0,0.4,4,4,87
O=C(Nc1ccccc1)C1=C[C@@H](c2coc3ccccc3c2=O)C[C@@H](OCc2ccc(CO)cc2)O1,-2,-3,7,18,2,-0.7,-2,8,101
O=C(N/N=C/c1ccncc1)NC12CC3CC(CC(C3)C1)C2,-2,-1,-6,8,4,-2.3,0,-1,102
CCOC(=O)c1ccccc1NC(=O)N1CCn2c(C)ccc2C1CC (stereo unspecified),-9,-1,5,13,1,4.8,-7,4,102
CC(=O)c1cc(Cl)ccc1OCc1cccc(S(=O)(=O)N2CCOCC2)c1,·,1,17,·,5,-0.7,-16,-3,·
Cc1cccc(NS(=O)(=O)c2ccc3[nH]c(=O)oc3c2)c1C,·,3,-11,·,-6,3.6,13,0,·
COc1ccc(-n2c(SC3CCOC3=O)nc3ccccc3c2=O)cc1Cl (stereo unspecified),-1,-2,-4,28,-3,-0.3,-10,4,112
CCn1c(Cc2ccccc2)nnc1SC(C)C(=O)NC1CC1 (stereo unspecified),·,-3,8,·,4,-0.2,5,-5,·
COc1ccccc1NS(=O)(=O)c1cc(NC(=O)C2CCCO2)ccc1C (stereo unspecified),·,-9,2,·,-1,-1.2,5,0,·
C#CCOCCOCCOCCNc1nc(N2CCN(C(=O)[C@H](CCCCN)n3cc(C(N)CC(C)C)nn3)CC2)nc(N2CCN(C(=O)[C@H](CCC(=O)O)n3cc(C(N)[C@H](C)CC)nn3)CC2)n1 (stereo partly specified),4,·,1,18,7,0.0,14,4,104
COc1ccc(C(CNC(=O)C(C)(C)Oc2ccc(Cl)cc2)N2CCOCC2)cc1 (stereo unspecified),·,0,0,·,0,0.7,2,·,·
O=C(COc1ccccc1)Nn1cnc2ccccc21,6,-4,-11,97*,1,-0.8,-2,0,86
CCCCNC(=O)CSc1nc2ccccc2n1S(=O)(=O)c1ccc(Br)cc1,1,-3,31,-5,2,-0.3,5,9,93
CC12CCC(O)CC1=CCC1C2CCC2(C)C3=NN=CC3CC12 (stereo unspecified),·,-5,-18,·,-4,-2.1,-2,·,·
CCSc1nnc(NC(=O)c2ccccc2C)s1,14,-3,-33,-10,-1,1.0,-7,0,102
COC(=O)c1cccc(NC(=O)CCCOc2ccccc2)c1,-27,-5,-10,49,5,-3.2,-3,-1,103

# As entered above:
# CHRM4 PAM, `O=C(COc1ccccc1)Nn1cnc2ccccc21` = -2
# GalR3 antag, `O=C(N/N=C/c1ccncc1)NC12CC3CC(CC(C3)C1)C2` = -1
# CRFR2-BP ag, `O=C(Nc1cc(Cl)ccc1O)C1CC(c2ccccc2Cl)=NO1` (stereo unspecified) = -1.6
# IDE inh, `COc1ccc(-n2c(SC3CCOC3=O)nc3ccccc3c2=O)cc1Cl` (stereo unspecified) = 4

# Random excerpt: 2 entries already listed, in no set order.
SMILES,p-CIP stab down,GalR3 antag,CRFBP-R2 block,PHOSPHO1 block,IDE act,CRFR2-BP ag,CHRM4 PAM,IDE inh,MEKK3 PB1 HTS
O=C(COc1ccccc1)Nn1cnc2ccccc21,6,-4,-11,97*,1,-0.8,-2,0,86
COc1ccc(C(CNC(=O)C(C)(C)Oc2ccc(Cl)cc2)N2CCOCC2)cc1 (stereo unspecified),·,0,0,·,0,0.7,2,·,·

# Next entries follow:
SMILES,p-CIP stab down,GalR3 antag,CRFBP-R2 block,PHOSPHO1 block,IDE act,CRFR2-BP ag,CHRM4 PAM,IDE inh,MEKK3 PB1 HTS
Cc1cnc(=O)[nH]c1SCc1ccc([N+](=O)[O-])cc1,3,-2,13,26,5,-0.6,-6,1,89
Cc1ccc(SCCC(=O)NC(C)(C)C)cc1,3,-3,2,-26,8,-0.5,14,2,112
C/C(=N\NC(=O)c1ccc(COc2ccccc2)cc1)c1ccncc1,2,-5,5,23,-1,-0.1,-10,-1,108
Cc1c(O)ccc2c3c(c(=O)oc12)CCCC3,-6,-1,16,1,5,5.7,7,4,107
CCC(=O)N(CCc1ccccc1C)Cc1cc2ccc(C)cc2[nH]c1=O,9,-4,-30,-3,1,-0.4,-1,1,100
NCCCC[C@H](NC(=O)C1CCNCC1)c1nnc([C@@H](N)Cc2ccc(O)cc2)o1,0,·,6,39,7,-1.8,6,-6,98
Cc1ccc(NC(=O)C2CCN(S(=O)(=O)c3ccc4c(c3)NC(=O)CO4)CC2)cc1,-3,-3,-1,26,-2,-0.5,-3,14,100
CCCCOc1ccc(CN2CCC(O)CC2)cc1,-7,-7,1,22,1,6.7,-13,8,97
CCOC(=O)c1oc2c(CN3CCN(CCO)CC3)c(O)c(CC)cc2c(=O)c1-c1nc2ccccc2s1,-3,-5,-2,31,11,1.5,3,1,95
CCOC(=O)c1cnc2ccc(OCC)cc2c1NCc1cccnc1,-14,0,4,3,2,-2.8,3,5,99
Cc1ccc(-n2c(N)c(C(=O)NCc3cccnc3)sc2=S)cc1,-23,-4,25,-41,1,-0.2,-2,-1,99
Cc1ccc(OCC(=O)N(Cc2cccs2)C2CCS(=O)(=O)C2)cc1C (stereo unspecified),-4,-7,1,37,-4,0.9,-10,-2,105
Cc1ccc(C2c3[nH]c4ccccc4c3C[C@H]3C(=O)N(c4ccccc4C(=O)N4CCC(C(=O)O)CC4)C(=O)N23)cc1 (stereo partly specified),5,-6,-3,-13,2,0.4,-2,-4,99
Cc1ccc2c(nc3s/c(=C/c4cccs4)c(=O)n32)c1C,-9,-4,19,27,1,-1.6,3,·,·
Cc1nnc(Nc2ccc(F)cc2)c2ccccc12,-6,-1,-9,25,4,-1.2,-2,4,105
O=C1NC(=O)c2cc(NC(=O)C3CCCCC3)ccc21,-8,-2,5,1,5,-0.7,7,6,79
Cc1cc(NC(=O)C(Cl)c2ccccc2)no1 (stereo unspecified),-3,-10,-6,34,5,1.1,-7,0,107
O=C(CN1CCCCC1)N1c2ccccc2Oc2ccccc21,1,0,-7,21,5,-0.4,-20,10,101
COC(=O)c1nc2n(n1)C(c1cccc(Cl)c1)C1=C(CCCC1=O)N2 (stereo unspecified),8,10,4,-3,4,-0.2,1,-2,97
CC1C/C(=N\NC(=O)c2ccc([N+](=O)[O-])cc2)CC(C)(C)C1 (stereo unspecified),-9,2,72*,35,7,4.9,10,-3,107

# Structures listed above shown as hits in PHOSPHO1 block.
SMILES,p-CIP stab down,GalR3 antag,CRFBP-R2 block,PHOSPHO1 block,IDE act,CRFR2-BP ag,CHRM4 PAM,IDE inh,MEKK3 PB1 HTS
O=C(COc1ccccc1)Nn1cnc2ccccc21,6,-4,-11,97*,1,-0.8,-2,0,86

# The results go on:
SMILES,p-CIP stab down,GalR3 antag,CRFBP-R2 block,PHOSPHO1 block,IDE act,CRFR2-BP ag,CHRM4 PAM,IDE inh,MEKK3 PB1 HTS
O=C(CSc1ncnc2nc[nH]c12)NCCc1ccccc1,-7,-4,22,14,2,1.0,8,1,103
Cc1cccc2cc(/C=N/NC(=O)CN3CCCCC3)c(Cl)nc12,3,·,·,-10,·,·,·,4,101
c1ccc(Cn2nnc3c(N4CCOCC4)ncnc32)cc1,5,6,-4,10,-6,-1.3,-1,0,105
COc1nc(N(C)S(=O)(=O)c2ccc(C)cc2)nc(C)c1Cl,-6,-6,-11,7,6,-0.3,3,-5,95
Cc1ccc(CNC(=O)c2ccc(Cn3cc(-c4ccc(C)cc4)nc3-c3ccncc3)cc2)cc1,1,-4,1,20,1,0.7,9,0,102
Cc1ccccc1NC(=O)CNc1ccc(Cl)c(C(F)(F)F)c1,2,14*,-7,-4,2,-3.0,-1,3,95
Cc1cc(C)nc(NC(=O)Cc2ccc(Cl)cc2)c1,0,-13,10,8,6,0.3,1,-4,105
O=C(NCc1ccco1)c1ccc(-c2cccc(Cl)c2)o1,-9,-1,8,35,-1,-5.7,9,3,74

# One compound at a time (already shown). Order of values: p-CIP stab down, GalR3 antag, CRFBP-R2 block, PHOSPHO1 block, IDE act, CRFR2-BP ag, CHRM4 PAM, IDE inh, MEKK3 PB1 HTS
# Shown for CCCCNC(=O)CSc1nc2ccccc2n1S(=O)(=O)c1ccc(Br)cc1 : 1, -3, 31, -5, 2, -0.3, 5, 9, 93
# Shown for Cc1ccc([C@H]2C[C@H](n3cc(C4CC4)nn3)[C@@H](O)CN2CC2CCCCC2)cc1 : ·, -8, -6, ·, ·, 2.7, -1, ·, ·
# Shown for COC(=O)c1nc2n(n1)C(c1cccc(Cl)c1)C1=C(CCCC1=O)N2 (stereo unspecified) : 8, 10, 4, -3, 4, -0.2, 1, -2, 97
# Shown for Cc1ccc(CNC(=O)c2ccc(Cn3cc(-c4ccc(C)cc4)nc3-c3ccncc3)cc2)cc1 : 1, -4, 1, 20, 1, 0.7, 9, 0, 102
# Shown for CCSc1nnc(NC(=O)c2ccccc2C)s1 : 14, -3, -33, -10, -1, 1.0, -7, 0, 102
